Source: PubChem BioAssay (Broad Institute)
GSIS activator = GLuc luminescence reporter in INS-1E cells, primary screen for activators of glucose-dependent secretion of insulin; AID 743287; 370,000 tested, 0.61% active; INS-1E GLuc reporter insulin secretion, 2-3 h; activation, % at 16.6 µM;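 active = lowest replicate activation of at least 40%, so every replicate reaches that level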;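 also: 0% = median of neutral control wells and 100% = median of IBMX positive control wells; some compounds called inactive have numbers as strong as hits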
PGC1a acetyl inh = PGC1a acetylation modulation, inhibitor mode; U2OS PGC1a acetylation, AlphaScreen anti-acetyl-lysine; with virally co-expressed GCN5 acetyltransferase; inhibition, % at 15.6 µM; 350,000 tested, 0.17% active;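 active = every replicate shows inhibition of at least 40%; inconclusive = mean inhibition at least 40% but some replicate below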;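 also: 0% = neutral control wells and 100% = positive control wells; some results beyond the cut were filed as inactive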
Statin myotox sup = protects C2C12 myotubes from simvastatin toxicity. ATP luminescence, 48 h; scaled: DMSO 0, geranylgeraniol control 100. 330,000 tested, 0.78% active. rescue of ATP level, % at 7.49 µM;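 active = mean ATP rescue above about 67%, or every replicate alone reaching that limit, limit read from the data, passing the limit was not always enough; inconclusive = no clear call, values can overlap the other calls; inactive = mean under the limit and some replicate under it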;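 also: myotubes were challenged with 10 µM simvastatin during compound exposure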
PAX8 inh HTS = PAX8 transcriptional activity inhibition. RMG-I TPO-luciferase reporter, SteadyGlo, 24 h. inhibition, % at 12.6 µM. 360,000 tested, 1.2% active;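 active = mean replicate inhibition at least 60% with every replicate also reaching 60%; inconclusive = only one of the two criteria is met; inactive = mean below 60% and not all replicates reaching 60%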;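 also: luciferase light reporting Pax8 driven TPO promoter activity; plate controls were median of neutral control wells for no effect and mitoxantrone controls for full effect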
LGR2 inh = Drosophila LGR2 receptor signaling inhibition; inhibition, % at 9.99 µM; HEK293 LGR2, CRE-luciferase, bursicon-stimulated, 4 h; 380,000 tested, 0.35% active;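 active = drop in luminescence signal, shown as inhibition above about 50% in the replicate tests, limit read from the data, passing the limit was not always enough; inconclusive = probably only some replicates passing the limit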;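 also: agonist challenge used bursicon conditioned medium at about half maximal strength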
ARNT-TACC3 inh = disruptors of human ARNT/TACC3 interaction; 390,000 tested, 0.66% active; Q9Y6A5; inhibition, % at 9.99 µM; AlphaScreen His-ARNT PAS-B/GST-TACC3 binding, luminescence; TACC3 fragment carries E629A point mutation;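 active = mean inhibition of replicates at least 50% and at least half of replicates each reaching 50%; inconclusive = half or more replicates reach 50% but mean below 50%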;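 also: 0% = complete ARNT plus TACC3 wells and 100% = ARNT alone without TACC3; many hits fall short of the cut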
PglD inh = PglD (C. jejuni) enzyme inhibition. AID 602405. 360,000 tested, 0.098% active. purified PglD enzyme, DTNB colorimetric CoA detection. inhibition, % at 12.5 µM; in the data active = inhibition above about 16%, passing the limit was not always enough; inconclusive = no clear call, values can overlap the other calls; also: strong numbers were not always called active
Cneo AK release = causes C. neoformans cell lysis; adenylate kinase release luminescence, 4 h; normalised: neutral wells 0, clomiphene wells 100; lysis activity, % at 15 µM; 360,000 tested, 0.2% active;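 active = mean lysis activity across replicates of at least 80%, whatever share of replicates individually reach that level; inactive = mean lysis activity below 80%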
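Material: C. neoformans cells | Amount: Yeast cell density of 5 × 10^6 cells/mL | Medium: Fresh YPD growth medium | Dosing: Single dose | Times: Static 4 h at 37 °C with compound, 1 h detection | Detection: AK luminescence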
An asterisk follows results filed as active; ? = inconclusive; nt = no result given; & = joins results of further samples. Rows are unselected; 2.9% or so of the library scored in one or more.

SMILES | GSIS activator | PGC1a acetyl inh | Statin myotox sup | PAX8 inh HTS | LGR2 inh | ARNT-TACC3 inh | PglD inh | Cneo AK release
Fc1ccc(/C=N/n2c(C3CCCCC3)n[nH]c2=S)cc1 | 14 | 4 | 2 | 3 | 14 | 0 | 3 | 16
COc1ccc(Br)cc1CN(C)CC(=O)Nc1cc(Cl)ccc1Cl | 13 | nt | nt | -5 | -1 | -5 | -7 | -4
Cc1ccc2nc(-c3ccc(NS(C)(=O)=O)cc3)cc(-c3ccccc3)c2c1 | -2 | -8 | 32 | nt | 11 | 10 | -3 | 0
C[C@@H]1CN([C@@H](C)CO)C(=O)Cc2cc(NC(=O)CCC(F)(F)F)ccc2O[C@H]1CN(C)Cc1ccc(C(=O)Nc2ccccc2N)cc1 | 4 | 0 | 19 | 7 | 25 | 8 | -3 | 1
CC1=NN(C(=S)Nc2ccccc2)C(c2ccccc2)C1 (stereo not given) | 9 | nt | nt | -1 | 0 | 2 | nt | nt
C=CCc1c(Cl)nc(C)nc1NCc1ccccc1 | -5 | -4 | 17 | 2 | 2 | -7 | 5 | -3
CC(C)NC(=O)N(C)C[C@H]1Oc2ncc(-c3ccccc3F)cc2C(=O)N([C@H](C)CO)C[C@@H]1C | 0 | -3 | 32 | nt | 6 | -5 | -1 | -6
Cc1noc(C)c1S(=O)(=O)N(C)C[C@H]1Oc2c(NC(=O)c3nc4ccccc4s3)cccc2C(=O)N([C@@H](C)CO)C[C@H]1C | -4 | 2 | -8 | nt | -23 | 2 | -1 | 2
CC#CCOCC1CNC(=O)O1 (stereo not given) | nt | 5 | -1 | 9 | nt | nt | 9 | 12
CN(C)c1nnnn1-c1ccc(Cl)cc1 | 4 | 4 | 3 | 18 | -2 | 2 | nt | nt
C[C@H]1CN([C@@H](C)CO)C(=O)c2cc(NS(C)(=O)=O)ccc2O[C@@H]1CN(C)C(=O)Nc1ccc(F)cc1 | 14 | 4 | 3 | -13 | 30 | -18 | -7 | -1
CC1(C)C[C@@H](O)CC2(C1)C[C@]1(C)CC(O)[C@H]2C(C)(C)C1 (stereo not given in full) | 27 | -9 | 7 | 11 | -6 | nt | -4 | 1
COc1ccc(CN(C)C[C@H]2OCCCC[C@H](C)Oc3ccc(NS(=O)(=O)c4cccs4)cc3C(=O)N([C@H](C)CO)C[C@H]2C)cc1 | -20 | -3 | nt | 6 | -32 | 8 | 1 | 1
CC(=O)Oc1cccc(NC(=O)c2cccc(C(=O)Nc3cccc(OC(C)=O)c3)c2)c1 | -9 | 4 | -3 | 9 | -20 | -4 | 1 | -5
CC(OC(=O)CCN=C1NS(=O)(=O)c2ccccc21)C(=O)Nc1ccc(F)cc1 (stereo not given) | 0 | nt | nt | 6 | 8 | -4 | nt | nt
COCCNC(=O)[C@@H]1[C@@H](CO)[C@@H]2Cn3c(ccc(C4=CCCCC4)c3=O)[C@H]1N2C(=O)C1CC1 | -8 | nt | 12 | nt | -3 | -12 | -2 | -3
C[C@H](CO)N1C[C@H](C)[C@H](CN(C)S(=O)(=O)c2cccc(F)c2)Oc2cc(Br)ccc2S1(=O)=O | -23&-26 | 8&-9 | 5&-7 | -10 | -6&2 | -2 | 0&0 | 6&-5
CC(C)N1CCCC(C)(C(=O)Nc2nc3ccccc3n2C)C1 (stereo not given) | 8 | 6 | 5 | -16 | 2 | nt | -7 | -1
CC1CCN(C(=O)CCCC(=O)O)CC1 | -10 | nt | nt | -11 | -4 | -6 | nt | nt
CCOc1ccc(-n2nnnc2SCC(=O)NNC(=O)c2ccco2)cc1 | -1 | 11 | 1 | 34 | 7 | 4 | nt | nt
NS(=O)(=O)c1ccc(N=Cc2ccc(Br)s2)cc1 | 24 | nt | nt | -15 | 3 | -3 | 6 | 3
COc1ccc(S(=O)(=O)N(C)C[C@H]2Oc3ccc(NC(=O)CCN4CCOCC4)cc3C(=O)N([C@H](C)CO)C[C@@H]2C)cc1 | 12 | 0 | -28 | nt | 16 | -12 | -1 | 3
O=C(Cn1nnc(-c2ccccc2Cl)n1)N/N=C/c1ccc2c(c1)OCO2 | -7 | 15 | 5 | 15 | nt | -3 | 2 | -1
CN(C)CC(=O)N1[C@@H](C#N)[C@@H](c2ccc(C#CC3CC3)cc2)[C@@H]1CO | 7 | 1 | -12 | 7 | 18 | -9 | 1 | -1
CCN(CCCNC(=O)CCCN1C(=O)COc2ccc(C)cc21)c1cccc(C)c1 | -19 | 0 | 2 | nt | 7 | 8 | 2 | 6
O=C1[C@H]2[C@H](C=CC[C@H]2C(=O)N2CCOCC2)CCN1Cc1ccccc1 | -8 | -9 | 2 | -17 | 10 | nt | 1 | 0
O=C(Nc1cc(Oc2ccccc2)cc([N+](=O)[O-])c1)C12CC3CC(C1)CC(n1cnc(Cl)n1)(C3)C2 | nt | -33 | 48 | 46 | nt | -3 | nt | -3
O=C1CCCCCN1Cc1nnc(SCc2nc3ccccc3s2)n1-c1ccccn1 | nt | 7 | 2 | -61 | nt | -1 | -1 | -3
Cc1ccc(N(CC(N)=O)C2SC(=O)N(Cc3ccccc3)C2=O)cc1 (stereo not given) | nt | 7 | 12 | nt | nt | 0 | 5 | 4
CCOc1ccc(CCNC(=O)C2CCN(S(=O)(=O)CC)CC2)cc1OCC | nt | nt | 7 | nt | nt | -19 | 0 | 1
Cc1ccc(Cn2c(C(=O)NCCCN3CCOCC3)cc3sccc32)cc1 | nt | -23 | -11 | nt | nt | 4 | 1 | 1
O=C1ON=C(c2ccc([N+](=O)[O-])cc2)/C1=C/c1ccccc1O | -29 | 3 | 5 | -6 | -14 | 2 | -1 | -2
CCCCCCC#Cc1ccc2c(c1)COc1c3ccccc3nn1-2 | nt | nt | -20 | -216 | 7 | -1 | -3 | -3
CC[C@H]1C=C[C@@H](C(C(=O)OC)C(=O)OC)CN1C(C)=O | 9 | nt | 3 | -25 | 10 | 45 | -2 | 1
Cc1cc2cc(CN(Cc3ccco3)C(=O)C3CCCCC3)c(=O)[nH]c2cc1C | nt | nt | -3 | nt | nt | -2 | 0 | -2
O=c1cnnc(NCc2ccccc2)[nH]1 | nt | -28 | 3 | nt | nt | -1 | -8 | 0
Cc1nc(C(=O)Nc2cc(F)cc(Cl)c2)sc1C1(C)CC(c2ccccc2)=NO1 (stereo not given) | -18 | nt | -1 | 19 | 28 | 1 | -1 | -16
COc1ccc(NC(=O)Nc2cccc3c2O[C@@H](CN(C)S(C)(=O)=O)[C@H](C)CN([C@H](C)CO)C3=O)cc1 | -1 | 7 | nt | nt | -3 | -1 | -5 | -5
Cc1onc(-c2ccc(Cl)cc2Cl)c1-c1csc(N/N=C/c2ccccc2)n1 | -9 | -4 | -16 | -8 | 1 | -2 | nt | nt
Cc1ccsc1C(=O)OCc1cc(=O)n2ccsc2n1 | 16 | 6 | 1 | -178 | -34 | nt | 0 | -1
O=C(CN1C(=O)COc2ccccc2C1=O)c1ccc2c(c1)OCCO2 | 18 | 11 | 4 | -10 | -8 | -3 | -2 | -5
CCc1cnc(N2[C@H](C#N)[C@H](c3ccc(C4=CCCCC4)cc3)[C@H]2CO)s1 | -6 | -7 | 8 | 3 | nt | 16 | -2 | -3
Cc1c(Cl)cccc1NC(=S)Nc1ccccn1 | 6 | nt | 23 | 15 | -8 | 1 | -3 | -2
CCN(Cc1ccccc1)S(=O)(=O)c1ccc(C(=O)N(CCCN(C)C)c2nc3cc4c(cc3s2)OCCO4)cc1 | -66 | -13 | 7 | -2 | -3 | -2 | -3 | 2
CC(=O)Nc1ccc(C(=O)NCC2CCCCC2)cc1 | -4 | 1 | 7 | -8 | -3 | 2 | -6 | -2
Cc1cccc(NC2=CC(=O)OC(C)C2)c1 (stereo not given) | nt | -2 | nt | nt | nt | -2 | 5 | 2
O=[N+]([O-])c1cccnc1Oc1cccnc1 | -6 | 4 | -10 | 1 | -4 | -4 | 0 | 3
COc1ccc(-c2nn(-c3ccccc3)cc2C(=O)NCC(c2cccs2)N2CCOCC2)cc1 (stereo not given) | -2 | nt | nt | 5 | 7 | -3 | nt | nt

A different layout for 4 compounds above.
> Cc1ccsc1C(=O)OCc1cc(=O)n2ccsc2n1
  GSIS activator = 16
  PGC1a acetyl inh = 6
  Statin myotox sup = 1
  PAX8 inh HTS = -178
  LGR2 inh = -34
  ARNT-TACC3 inh = nt
  PglD inh = 0
  Cneo AK release = -1
> O=C(CN1C(=O)COc2ccccc2C1=O)c1ccc2c(c1)OCCO2
  GSIS activator = 18
  PGC1a acetyl inh = 11
  Statin myotox sup = 4
  PAX8 inh HTS = -10
  LGR2 inh = -8
  ARNT-TACC3 inh = -3
  PglD inh = -2
  Cneo AK release = -5
> CCc1cnc(N2[C@H](C#N)[C@H](c3ccc(C4=CCCCC4)cc3)[C@H]2CO)s1
  GSIS activator = -6
  PGC1a acetyl inh = -7
  Statin myotox sup = 8
  PAX8 inh HTS = 3
  LGR2 inh = nt
  ARNT-TACC3 inh = 16
  PglD inh = -2
  Cneo AK release = -3
> Cc1c(Cl)cccc1NC(=S)Nc1ccccn1
  GSIS activator = 6
  PGC1a acetyl inh = nt
  Statin myotox sup = 23
  PAX8 inh HTS = 15
  LGR2 inh = -8
  ARNT-TACC3 inh = 1
  PglD inh = -3
  Cneo AK release = -2

Further compounds:
SMILES | GSIS activator | PGC1a acetyl inh | Statin myotox sup | PAX8 inh HTS | LGR2 inh | ARNT-TACC3 inh | PglD inh | Cneo AK release
Cc1ccc(C)c(S(=O)(=O)N/N=C/c2cccnc2)c1 | 7 | nt | nt | 33 | 3 | -25 | nt | nt
COc1ccc(C(CNC(=O)c2ccc(S(=O)(=O)Nc3ccc(F)cc3)cc2)N(C)C)cc1 (stereo not given) | -30 | 0 | -16 | 8 | -7 | -31 | -5 | -2
COc1ccc(-c2cc3nc(-c4ccccc4)cc(N4CCN(C(=O)c5ccoc5)CC4)n3n2)cc1 | 7 | nt | 3 | 33 | 12 | nt | -3 | 2
COc1ccc(C(=O)Nc2ccc(-c3n[nH]c(=S)o3)cc2)cc1 | -17 | -9 | 12 | -20 | -14 | -10 | -5 | -3
Cc1cc(C)cc(NC(=O)CSc2nnc(-c3ccncc3)o2)c1 | -10 | nt | 5 | 4 | 20 | 2 | 0 | 3
CCOC(=O)CCC(=O)O[C@H]1[C@H](O[C@@H]2[C@@H](C)[C@H](O[C@H]3C[C@@](C)(OC)[C@@H](O)[C@H](C)O3)[C@@H](C)C(=O)O[C@H](CC)[C@@](C)(O)[C@H](O)[C@@H](C)C(=O)[C@H](C)C[C@@]2(C)O)O[C@H](C)C[C@@H]1N(C)C | nt | -10 | 11 | 13 | 16 | 2 | 3 | 2
COc1ccc(CCNC(=O)c2ccc(-c3ccc([N+](=O)[O-])cc3)o2)cc1OC | 1 | nt | nt | -21 | -18 | 4 | nt | nt
Cc1ccc(C)c(-n2nnnc2Sc2nnnn2-c2ccccc2)c1 | -12 | 8 | 12 | ? | nt | 2 | 0 | -1

An excerpt from above in order of count of non-hydrogen atoms, low to high:
SMILES | GSIS activator | PGC1a acetyl inh | Statin myotox sup | PAX8 inh HTS | LGR2 inh | ARNT-TACC3 inh | PglD inh | Cneo AK release
Cc1ccc(C)c(S(=O)(=O)N/N=C/c2cccnc2)c1 | 7 | nt | nt | 33 | 3 | -25 | nt | nt
Cc1cc(C)cc(NC(=O)CSc2nnc(-c3ccncc3)o2)c1 | -10 | nt | 5 | 4 | 20 | 2 | 0 | 3
COc1ccc(C(CNC(=O)c2ccc(S(=O)(=O)Nc3ccc(F)cc3)cc2)N(C)C)cc1 (stereo not given) | -30 | 0 | -16 | 8 | -7 | -31 | -5 | -2
